AddAB inh – less growth of phage-infected E. coli with AddAB | inhibition, % at 11.9 µM | E. coli expressing H. pylori AddAB, absorbance growth | 330,000 compounds, 0.29% hits; in the data active = inhibition above about 12%;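 note: 0% = vehicle wells of infected cells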
Tat export inh – inhibitors of E. coli Tat protein transport | E. coli MC4100 TorA-mCherry Tat export, fluorescence | inhibition, % at 10 µM | 340,000 compounds, 0.036% hits;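 active = mean replicate inhibition at least 50% and at least half of replicates individually reaching 50%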;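 note: exported cargo escapes ClpAP degradation while cytoplasmic cargo is degraded and loses fluorescence; 0% = median of neutral control wells and 100% = median of NaSCN control wells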
E coli growth – reduces bacterial viability in AddAB counter-screen; E. coli V3065 growth, OD600 absorbance, 18 h; inhibition, % at 11.9 µM; 330,000 compounds, 0.27% hits; AID 449728;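 active = inhibition above the campaign's mean inhibition across all tested compounds plus 3 SD, cut at about 9.9% in these data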;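 note: uninfected addAB+ strain grown without phage in ampicillin broth; 0% = DMSO wells and 100% = ciprofloxacin 0.95 µg/ml wells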
Wnt act – Wnt/beta-catenin pathway activation; Wnt/beta-catenin reporter cell assay, activator, plate reader; activation, % at 9.35 µM; 300,000 compounds, 1.2% hits; in the data active = activation above about 30%, passing the limit was not always enough;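 note: 0% = neutral control wells and 100% = positive control wells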
Rtt109 Vps75 – inhibitors of Candida albicans Rtt109/Vps75 histone acetyltransferase | Q5AAJ8 | purified Rtt109/Vps75, ThioGlo CoA-SH fluorescence, 4 h | inhibition, % at 34.9 µM | 330,000 compounds, 0.16% hits | AID 540336;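 active = inhibition of at least 50% in every replicate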
Target sequence (Q5AAJ8 whole entry, looked up): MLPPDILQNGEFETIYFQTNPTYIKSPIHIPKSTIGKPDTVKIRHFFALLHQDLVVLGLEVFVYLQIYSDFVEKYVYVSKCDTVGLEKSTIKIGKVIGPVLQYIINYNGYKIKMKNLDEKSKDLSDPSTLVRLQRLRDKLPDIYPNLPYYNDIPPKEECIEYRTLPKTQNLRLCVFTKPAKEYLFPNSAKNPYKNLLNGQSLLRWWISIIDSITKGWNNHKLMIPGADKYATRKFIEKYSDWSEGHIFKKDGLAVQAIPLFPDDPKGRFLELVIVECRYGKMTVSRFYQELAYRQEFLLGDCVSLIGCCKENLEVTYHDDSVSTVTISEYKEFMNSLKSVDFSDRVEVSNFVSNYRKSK
PvdQ acylase – P. aeruginosa PvdQ acylase inhibition; purified PvdQ acylase, fluorescence plate reader; inhibition, % at 10 µM; 340,000 compounds, 0.063% hits; in the data active = inhibition above about 30%, passing the limit was not always enough;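 note: 0% = vehicle neutral wells and 100% = reference inhibitor wells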
DAGLB inhibitor – diacylglycerol lipase beta (human) inhibition; Q8NCG7; inhibition, % at 5.17 µM; HEK293T DAGLB membrane lysate, EnzChek fluorogenic substrate; 340,000 compounds, 0.059% hits; in the data active = inhibition above about 34%;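 note: 0% = enzyme with vehicle and 100% = wells lacking enzyme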
Target sequence (Q8NCG7 whole entry, looked up): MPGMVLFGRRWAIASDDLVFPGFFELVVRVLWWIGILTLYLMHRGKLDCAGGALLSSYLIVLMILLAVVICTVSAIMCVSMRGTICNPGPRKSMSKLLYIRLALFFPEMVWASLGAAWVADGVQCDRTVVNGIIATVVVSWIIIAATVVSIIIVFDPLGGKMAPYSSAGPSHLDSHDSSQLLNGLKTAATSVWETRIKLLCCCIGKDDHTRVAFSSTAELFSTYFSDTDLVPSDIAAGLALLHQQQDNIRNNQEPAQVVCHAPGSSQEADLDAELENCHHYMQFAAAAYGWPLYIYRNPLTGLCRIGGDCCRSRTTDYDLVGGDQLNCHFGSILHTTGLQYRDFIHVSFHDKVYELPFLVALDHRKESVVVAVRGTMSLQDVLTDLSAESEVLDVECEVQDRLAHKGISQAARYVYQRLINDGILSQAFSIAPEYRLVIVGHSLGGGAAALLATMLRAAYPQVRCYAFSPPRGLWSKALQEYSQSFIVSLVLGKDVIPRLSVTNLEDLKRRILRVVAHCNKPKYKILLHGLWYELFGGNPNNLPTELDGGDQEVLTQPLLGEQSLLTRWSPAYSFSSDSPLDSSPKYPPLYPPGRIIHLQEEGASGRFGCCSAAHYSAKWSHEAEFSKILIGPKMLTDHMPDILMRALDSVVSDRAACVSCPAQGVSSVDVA
phage Ecoli inh – E. coli growth loss with phage present; growth absorbance; inhibition, % at 11.9 µM; 360,000 compounds, 0.26% hits; in the data active = inhibition above about 11%
PfHsp90 set2 – growth inhibition of yeast expressing Plasmodium Hsp90; S. cerevisiae expressing PfHsp90, BacTiter-Glo ATP, 48 h; yeast lacking PDR1 and PDR3 efflux regulators; inhibition, % at 9.4 µM; 310,000 compounds, 0.32% hits; AID 504621;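 active = every replicate shows inhibition above about 80%, whatever the replicate mean, limit read from the data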;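 note: 0% = DMSO neutral controls and 100% = 20 µM radicicol positive controls; yeast relying on Plasmodium falciparum Hsp90 in place of its own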
CAL PDZ inh – human CAL PDZ-peptide interaction inhibition | Q9HD26 | 330,000 compounds, 0.02% hits | purified CAL PDZ, TMR-peptide fluorescence polarization, 1 h | inhibition, % at 20 µM;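 active = highest replicate inhibition of at least 40%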;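 note: plate controls were DMSO neutral control wells for no effect and unlabeled competitor peptide control wells for full effect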
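material = purified tagged CAL PDZ domain construct (CerCALP) | buffer or medium = sodium phosphate/NaCl buffer pH 7.4 with TCEP, IgG, Thesit | reagent = TMR-labelled reporter peptide T*-PRC34 bound in PDZ groove | incubation = 1 h room-temperature incubation prior to read | measured by = fluorescence polarization (mP) | evaluation = percent inhibition from loss of millipolarization | control set = unlabelled peptide and DMSO controls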
* marks the source's active call; other numbers are inactive results; / = no result given. Not a hit list, and some 1.9% of all compounds hit somewhere here.

SMILES	AddAB inh	Tat export inh	E coli growth	Wnt act	Rtt109 Vps75	PvdQ acylase	DAGLB inhibitor	phage Ecoli inh	PfHsp90 set2	CAL PDZ inh
C/C(Cn1cnc([N+](=O)[O-])n1)=N\NC(=O)c1ccncc1	2.3	-5	1.3	-1	-5	-7	-4	2.7	17	0.3
CC(=O)Nc1ccc(NC(=O)C(C)n2nc([N+](=O)[O-])c(Br)c2C)cc1 (stereo not drawn)	6.6	0	6.7	1	/	-8	0	6.4	5	-2.2
C=C[C@@H]1c2cc(C)ccc2N(S(=O)(=O)c2ccc(C)cc2)[C@H](c2ccccc2C(F)(F)F)C1(C#N)C#N	1.1	5	2.1	-5	-4	4	-3	2.8	18	-0.4
O=C(CN1CCCCC1)NCC1(c2ccccc2)CCCC1	2.5	-6	3.0	-6	17	-3	-1	3.4	5	-2.2
CCCC(=O)NCc1ccc2c(c1)cc(C)n2C	5.6	6	2.0	-2	11	-17	2	2.6	-23	-0.4
Cc1nnc(SCC(=O)Nc2ccc(F)cc2)n(N)c1=O	0.3	5	-0.5	0	0	-19	-1	-0.4	-3	0.4
O=C1CC(=O)N(Cc2ccco2)C(=O)N1	1.4	-4	-1.7	2	-5	1	-3	2.1	-10	0.4
Clc1ccc(-c2cn3cc(Br)ccc3n2)cc1Cl	-1.2	-2	1.5	16	24	6	-5	2.8	9	-3.0
O=S(=O)(NCC(c1ccc2c(c1)OCO2)N1CCOCC1)c1ccccc1 (stereo not drawn)	0.5	-5	-0.1	-2	-4	-19	-2	0.3	-5	-1.0
O=C(NCCC(=O)N1CCN(c2ncccn2)CC1)c1ccccc1Cl	0.8	11	-1.4	/	3	-8	-2	1.1	3	-0.3
COc1ccccc1N1CCN(C(=O)Nc2cccc(Cl)c2)CC1	2.6	0	-0.2	-2	5	-1	-2	1.6	4	-2.0
COc1ccc(NC(=S)NC2CCCC2)c(OC)c1	1.4	15	3.0	1	1	15	-2	-1.3	16	-0.6
CC(=O)Nc1ccc(C(=O)OC2CCCCC2=O)cc1 (stereo not drawn)	-0.5	-8	0.8	17	8	-1	0	2.2	-15	-1.1
CCOC(=O)c1ccccc1NC1c2ccccc2C(=O)N1c1ccc(C)cn1 (stereo not drawn)	1.4	1	-0.4	14	0	-2	0	4.0	-5	-1.8
O=C(CN1CCN(CC(=O)Nc2ccccc2C(F)(F)F)CC1)Nc1ccccc1F	1.2	4	-1.3	/	-8	-11	-1	3.2	/	0.6
COc1ccc(/C=C/C(=O)c2cc(F)ccc2OC(=O)c2ccc(OC)c(OC)c2)cc1OC	0.1	1	2.8	-1	11	-11	0	1.9	6	-1.9
Cc1oc(C)c(S(=O)(=O)NCc2cccs2)c1C(=O)O	0.6	-4	-1.0	0	-5	-7	2	3.1	23	-0.9
COc1cccc(OC)c1C(=O)OCC(=O)NCc1ccco1	1.1	-3	-0.7	-2	1	-2	0	0.0	-8	-0.8
O=C(COC(=O)c1ccc(F)c(S(=O)(=O)N2CCOCC2)c1)NCc1ccc(Cl)cc1	1.2	1	-1.1	-4	2	-27	-1	3.9	-4	0.6
CCC1(c2ccccc2)C(=O)N(C(=O)OC(C)(C)C)N1C(=O)OC(C)(C)C (stereo not drawn)	1.9	10	-2.2	-2	5	-19	-2	0.8	/	-9.2
CCCC(=O)NCC(c1cccs1)S(=O)(=O)c1ccc(C)cc1 (stereo not drawn)	1.5	-1	1.6	2	3	-18	-3	1.2	-7	-3.3
Cc1cc([N+](=O)[O-])cc([N+](=O)[O-])c1NCC(C)C	-2.0	1	-0.6	0	10	3	/	3.6	-25	0.8
O=C(CN1C(=O)CSCC1=O)NCc1ccc(F)cc1	4.0	-4	-2.2	/	-3	1	0	5.2	5	-1.9
Cc1ccc(/C=C/S(=O)(=O)NCC(=O)OCC(=O)Nc2c(F)cccc2F)cc1	-0.7	-7	-2.7	-2	15	6	1	1.8	/	-2.0
CC(=O)Oc1ccc(C(=O)Nc2nccs2)cc1	3.3	7	1.2	8	6	8	0	2.2	17	0.4
CNCc1c(OCc2ccccc2F)ccc2ccccc12	6.1	19	1.3	0	12	-8	1	5.8	-1	-4.5
Cc1cc(C)n2nc(C(=O)NNC(=O)c3ccc(Cl)cc3)nc2n1	0.3	-5	-2.7	8	-1	-8	-1	0.1	26	-0.3
CC(C)(C)c1c(Cl)c(O)c(-c2ccccc2)c(=O)n1-c1ccccc1	/	-1	/	-4	21	4	/	1.7	2	0.7
COc1ccccc1N(C(=O)c1cncc(Br)c1)c1nc(-c2ccc(C)cc2)cs1	0.6	7	2.5	-15	-6	-12	-8	-0.6	-4	-0.5
CCNCC(=O)Nc1ccc(N2CCOCC2)cc1	0.9	-3	2.7	-1	8	9	-1	-0.9	4	1.2

Some of the entries so far, field by field.
> CC(C)(C)c1c(Cl)c(O)c(-c2ccccc2)c(=O)n1-c1ccccc1
- AddAB inh: /
- Tat export inh: -1
- E coli growth: /
- Wnt act: -4
- Rtt109 Vps75: 21
- PvdQ acylase: 4
- DAGLB inhibitor: /
- phage Ecoli inh: 1.7
- PfHsp90 set2: 2
- CAL PDZ inh: 0.7

> CC(=O)Oc1ccc(C(=O)Nc2nccs2)cc1
- AddAB inh: 3.3
- Tat export inh: 7
- E coli growth: 1.2
- Wnt act: 8
- Rtt109 Vps75: 6
- PvdQ acylase: 8
- DAGLB inhibitor: 0
- phage Ecoli inh: 2.2
- PfHsp90 set2: 17
- CAL PDZ inh: 0.4

Next part.
SMILES	AddAB inh	Tat export inh	E coli growth	Wnt act	Rtt109 Vps75	PvdQ acylase	DAGLB inhibitor	phage Ecoli inh	PfHsp90 set2	CAL PDZ inh
Cc1onc(-c2ccccc2)c1C(=O)NC(=S)NNC(=O)c1cccnc1	-3.0	-7	-7.0	0	-4	-5	0	-0.9	-19	0.2
Cc1ccc(NC(=O)CSc2ccc3nnc(-c4ccccn4)n3n2)cc1	2.8	-5	-0.5	1	-1	-13	-3	1.2	-5	-1.2
O=C(c1ccccc1)c1nn(-c2ccccc2)c(=O)cc1C(F)(F)F	0.9	2	0.7	0	1	-9	0	3.5	-101	-0.2
COC(=O)[C@@]12CCCCN1[C@H](c1ccc(-c3cccc(Cl)c3)c(OC)c1)[C@H]1C(=O)N(C)C(=O)[C@H]12	4.2	-3	-3.3	-7	8	-1	0	1.0	-28	-0.9
COc1cc(=O)[nH]c(SCC(=O)Nc2ccc3ccccc3c2)n1	2.0	0	-0.8	2	1	-8	1	0.6	0	-1.0
CC(=O)c1ccc(NS(=O)(=O)c2ccc3c(c2)N(C)CCO3)cc1	5.3	-6	-0.3	-2	-15	-15	3	3.2	-4	-1.3
O=C(Cn1cnc([N+](=O)[O-])c1)Nc1ccccc1C(F)(F)F	-0.7	4	-1.4	0	-4	-22	0	2.2	-6	0.4
Cc1cc(N2CCOCC2)nc2ccc(NC(=S)NCCC(C)C)cc12	-2.2	5	0.1	-3	17	-3	2	-3.0	16	0.3
CCN(C(=O)CSc1nnc2ccccn12)C1CCS(=O)(=O)C1 (stereo not drawn)	4.4	-5	2.6	0	-1	4	2	2.4	1	0.1
O=C(CSc1nnc2ccc(-c3ccccn3)nn12)Nc1ccccc1F	1.7	-4	0.3	3	-3	-5	-2	1.3	/	-1.2
CC1CCCN(C(=O)c2cc(-c3cccs3)nc3ccccc23)C1 (stereo not drawn)	-1.7	1	2.6	-2	0	-1	-5	2.6	-26	-0.6
CCN(CC)C(=O)Cn1cc(C(=O)C(=O)N(C)C2CCN(C)CC2)c2ccccc21	1.4	6	1.3	-2	30	6	-1	1.6	3	-1.5
Cc1cccc2sc(NC(=O)C3=NN(c4ccccc4)C(=O)CC3)nc12	0.2	-7	-0.3	-6	0	-12	1	3.0	4	-0.7
O=C(Oc1ccc(Cl)c2cccnc12)N1CCOCC1	3.6	3	-0.6	9	-11	-11	3	1.9	-9	-2.3
CCOC(=O)CN1C(=O)COc2ccc(C(C)(C)C)cc21	-0.6	14	-0.5	-1	9	-3	-1	-1.3	-13	-0.9
CCN(CC)S(=O)(=O)c1ccc(S(=O)(=O)NCc2cccs2)cc1	1.9	2	0.6	-4	6	-7	1	2.0	20	-6.9
CCCCn1c(-c2cccs2)nc2oc3ccccc3c(=O)c2c1=O	7.2	2	3.9	2	-7	-5	-2	2.8	20	-1.6
CCc1cccc(NC(=O)COC(=O)/C=C/c2cccs2)c1	0.5	4	-0.7	-3	-1	-6	-7	5.7	-35	-0.2
CCOC(=O)C1(CCOc2ccccc2)CCN(C(=O)CCSC)CC1	-1.0	-1	1.3	0	-5	1	-3	2.5	-9	0.5
COc1cc(CN2CCN(C(C)C)C(CCO)C2)ccc1OCc1ccccc1 (stereo not drawn)	2.8	2	-0.9	-2	3	-9	2	2.4	2	-2.7
CC(=O)Nc1ccc(S(=O)(=O)N2CCC(N(C)CCC(C)C)CC2)cc1	2.0	0	0.5	-9	16	12	3	4.7	-3	-0.5
CCN1CCc2c(sc(NC(=O)c3ccc4ccccc4c3)c2C(N)=O)C1	-1.1	8	1.2	8	-6	-4	0	-2.1	-1	-3.9
Cc1ccc(NC(=S)/N=C(\N)Nc2nc(C)c3ccccc3n2)cc1C	0.7	5	-3.6	-5	-8	-8	-3	3.2	-29	0.3
Cc1ccc(C#CC[N+](C)(C)CC#Cc2ccccc2)cc1	3.3	7	0.9	-2	6	-3	2	2.2	-6	-2.0
COc1cccc(CNC(=O)CN2c3cccc4cccc(c34)S2(=O)=O)c1	5.7	-1	-0.1	-2	-5	-15	0	1.5	/	-3.1
Cc1occc1-c1nnc(SCC(=O)Nc2nc3ccccc3s2)o1	-0.8	-7	-1.7	/	7	-11	-2	-1.6	-16	-1.9
COc1ccc(S(=O)(=O)NCC(=O)Nc2cccc(C)c2C)cc1OC	3.6	-7	2.4	-1	-6	-10	2	3.0	3	-4.5
O=P(c1ccccc1)(c1ccccc1)C(c1ccccn1)P(=O)(c1ccccc1)c1ccccc1	-1.9	/	-2.4	0	/	/	/	0.8	/	/
COc1cc(C#N)c(NS(=O)(=O)c2ccc3[nH]c(=O)sc3c2)cc1OC	0.6	-3	0.8	3	-11	-1	-1	3.0	-7	0.0
COc1ccc(Nc2ccc(S(=O)(=O)N3CCCCC3)cc2[N+](=O)[O-])cc1OC	2.6	0	-0.1	-4	8	4	23	1.8	-4	-2.3
O=C(NCCS(=O)(=O)N1CCN(c2ccccc2)CC1)c1ccc2c(c1)OCO2	-1.0	-7	1.9	-1	-9	-14	-5	3.8	/	-2.2
CCCN(Cc1ccccc1)C(=O)Nc1ccc2c(c1)nnn2C	4.5	-6	-1.1	7	1	-10	0	1.3	6	-2.5
CNC(=O)c1ccc(NC(=O)C2CCN(S(=O)(=O)c3cccc(C(F)(F)F)c3)CC2)cc1	1.6	-3	0.0	0	6	-4	-1	0.8	10	-0.3
COC(=O)CC1C(=O)NCCN1C(=O)Nc1ccc(Cl)c(Cl)c1 (stereo not drawn)	6.4	5	1.3	1	5	2	0	3.0	-6	-0.4
O=C(Nc1ccnc(-c2cccnc2)n1)c1cccs1	5.0	11	2.2	-1	2	-4	-3	2.9	-4	-0.7
Cc1cc(C(=O)NNC(=O)CCCOc2ccccc2)c(C)o1	-1.0	-6	-0.7	4	0	-13	0	-0.5	/	-2.4
Cc1ccc(C)n1-c1sccc1C(=O)O	/	26	/	/	2	1	1	/	-23	0.4
c1ccc(-c2noc(-c3ccncc3)n2)nc1	3.2	2	1.1	/	-9	-5	0	0.6	2	-1.5

Source: PubChem BioAssay
